Source: PubChem
HepG2 tox: HepG2 cytotoxicity, counter-screen for TGF-b inhibitors; HepG2 CAGA-GFP viability, ATP luminescence, 18 h; 410,000 compounds, 0.76% hits; Potency, µM (doses to about 46.1 µM), inactives show at the top dose activity change, negative = cytotoxicity, actives largely listed as cytotoxic; also: potency is read from the fitted curve at half-maximal effect; some results filed as inactive show a strong effect at the top dose
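HepG2 CAGA-GFP cells (1000/well, DMEM with 1% FBS) received compound, then TGF-beta at 500 pg/mL final, and were incubated 18 hours at 37 degrees C. Viability was read by CellTiter-Glo luminescence. Media-only wells were set as complete cell-killing and DMSO as no toxicity.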
TGFb SMAD3 inh: inhibitors of TGF-b signaling; Potency, µM (top dose mostly 46.1 µM), for the others: at the top dose activity, negative = inhibition, most hits filed as inhibitors; 410,000 compounds, 1.2% hits; HepG2 CAGA-GFP TGF-b/SMAD3 reporter, GFP fluorescence, 18 h; TGF-beta stimulated, 500 pg/mL final; also: potency is read from the fitted curve at half-maximal effect; % is scaled to controls: 0 for no effect and ±100 for the full control effect; nearly all actives have a fitted effect of over 65% in size
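HEPG2 CAGA-GFP cells (1000/well, DMEM with 1% FBS) were pre-incubated 2 h at 37 degrees C, given compound by pin tool, then stimulated with TGF-beta at 500 pg/mL final for 18 h before per-cell GFP fluorescence imaging.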
S2 tox: cell viability loss in ATXN counter-screen; 400,000 compounds, 0.49% hits; Potency, µM (titrated, usually from 56.7 µM), hits mostly cytotoxic; S2 cells (HEK-293 line with an ATXN2-luciferase reporter) viability, CellTiter-Fluor protease fluorescence, 24 h; also: potency is read from the fitted curve at half-maximal effect; nearly all actives have a fitted effect of over 40% in size
A549 tox: kills or reduces viability of A549 cells in Nrf2 counter-screen | 390,000 compounds, 0.16% hits | AID 504648 | A549 ARE-Fluc cells, CellTiter-Fluor viability, 18-24 h | Potency, µM (series often up to 46 µM), for the others: top-dose activity change, negative = cytotoxicity, actives largely listed as inhibitors; also: potency is read from the fitted curve at half-maximal effect; % is scaled to controls: 0 for no effect and ±100 for the full control effect
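Cytotoxicity counterscreen: CellTiter-Fluor fluorescence was measured in A549 ARE_Fluc cells after 18-24 h of compound exposure in a concentration series. The subsequent BugLite luminescent read reports ARE-luciferase activity.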
pAkt inh: blocks phosphorylation of Akt; 360,000 compounds, 0.32% hits; activity change, % for hits at 50 µM; Neuro2A IGF-stimulated pAkt S473 HTRF, 20 min; hits give low values; AID 651550; in the data active = activity change below about -80%; inconclusive = mostly about -51% to -80%; also: % is scaled to controls: 0 for no effect and ±100 for the full control effect
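Neuro2A cells (4,500/well, DMEM with 0.5% FBS) were treated with compound at a single 50 µM final concentration, stimulated with 6 nM IGF for 20 min at 37 °C, and lysed. Phospho-Akt Ser473 was read by HTRF as 665/615 ratio ×10^4.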
Nrf2 block: blocks Nrf2 signaling | 360,000 compounds, 2.1% hits | A549 ARE-Fluc reporter, luciferase luminescence, 18-24 h | AID 504444 | Potency, µM (doses to about 46 µM), for inactives: at the highest dose activity change, negative = inhibition, most hits filed as inhibitors; also: potency is read from the fitted curve at half-maximal effect; % is scaled to controls: 0 for no effect and ±100 for the full control effect; nearly all actives have a fitted effect of over 60% in size
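In this cell-based qHTS, ARE-driven firefly luciferase in A549 cells reports Nrf2 activity; the luminescent signal after BugLite lysis is the measured value, with a prior CellTiter-Fluor read for cell health.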
Nrf2 ARE act: activates Nrf2 signaling; AREc32 ARE-luciferase reporter (MCF7-derived line), luminescence, 24 h; Potency, µM (doses to about 46.1 µM), for the others: at the highest dose activation, hits mostly activators; 410,000 compounds, 0.31% hits; AID 624171; also: potency is read from the fitted curve at half-maximal effect; % of control where 0% means no effect; nearly all actives have a fitted effect of over 65% in size
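Cells of the AREc32 ARE-luciferase line are plated in OPTI-MEM containing 5% FBS and left overnight at 37 deg C. Compounds are pinned in, incubation continues 24 hr, and firefly luciferase signal is then measured.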
CCT chaperon mod: modulators of cytosolic chaperonin (CCT/TRiC) activity; AID 651819; purified chaperonin ATPase assay, HTRF ADP detection, 30 min; activity change, % (test concentration not listed), hits read low; 360,000 compounds, 0.3% hits; in the data active = activity change below about -30%; also: % is scaled to controls: 0 for no effect and ±100 for the full control effect
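Nucleotide hydrolysis assay: TRiC at 20–40 nM final (set by batch activity) with 10 uM ATP, 30 min at 37 °C, in presence of 76 uM compound. Detection by competitive ADP HTRF, 30 min ambient.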
MmCpn inh: blocks the Methanococcus maripaludis chaperonin Mm-Cpn. AID 504842. Potency, µM (series often up to 76.9 µM), for inactives: at the top dose activity, negative = inhibition, actives largely listed as inhibitors. purified Mm-Cpn ATPase, ADP Transcreener TR-FRET. 330,000 compounds, 0.031% hits; also: potency is read from the fitted curve at half-maximal effect; % is scaled to controls: 0 for no effect and ±100 for the full control effect; nearly all actives have a fitted effect of over 80% in size
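Eu-cryptate anti-ADP/ADP-d2 competition gives a ratio inversely related to ADP. Enzyme at 25 nM was pre-exposed to compound for 10 min, then given 10 uM ATP for 30 min, 37°C throughout.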
Numbers without * were called inactive; i = inactive; u = inconclusive; x = not tested or not shown; & = joins results of further samples; [ ] = another dose, or the depositor's remark. Unless noted, calls follow the shape of the dose curve; as a rule, active = well fitted curve in the direction sought with a large enough effect; inconclusive = small, poorly fitted or top-dose-only effect, or another doubt; inactive = no such curve, though single readings can be large; an effect the other way counts as inactive or inconclusive.

SMILES | HepG2 tox | TGFb SMAD3 inh | S2 tox | A549 tox | pAkt inh | Nrf2 block | Nrf2 ARE act | CCT chaperon mod | MmCpn inh
Cc1ncc([N+](=O)[O-])n1Cc1ccccc1F | -4% | 16% | i | 1% | i | 0% | -0.4% | -0.4 | 2%
COc1ccc(C2=NOC(C(=O)NCc3ccco3)C2)cc1 (configuration not stated) | 2% | 0% | i | -17% | i | -1% | 0.2% | 2.2 | 0%
CCN(CCO)C(=O)CC(c1ccccc1)c1cc(Br)ccc1O (configuration not stated) | 10% | 26% | i | 2% | i | x | -0.1% | -0.7 | 0%
O=P(CO)(Cc1ccccc1)Cc1ccccc1 | 0% | 11% | u | -5% | i | 5% | 0.5% | -2.5 | 1%
COc1ccc(CN2CCN(C(=O)C3CCN(C(=O)Nc4ccccc4)CC3)CC2)cc1OC | -4% | -3% | i | -2% | i | -4% | -0.4% | -2.6 | -2%
COc1ccc(NC(=O)C2CCN(C(=O)[C@@H]3Cc4ccccc4CN3C(=O)OC(C)(C)C)CC2)cc1 | -5% | 0% | i | 5% | i | 21% | 0.2% | -1.2 | -1%
Cc1ccc(OCc2nc3ccccc3n2CCOc2ccc(Cl)cc2)cc1 | -59% | u | u | -10% | x | u | 1.2% | x | x
COCCn1c(CN(Cc2ccccc2)Cc2ccccc2)nc2c1c(=O)n(C)c(=O)n2C | -18% | -10% | i | -5% | i | -4% | 0.1% | -0.6 | 0%
CSCC[C@H](NC(=O)N1CCn2c1nc1ccccc12)C(=O)NC1CC1 | -5% | 1% | i | -3% | i | 15% | -0.3% | -3.2 | 1%
CCCCCc1nc2c(c3c1CCCC3)CCCC2 | -61% | -2% | i | 4% | i | u | 0.3% | 3.1 | -2%
Cc1ccccc1NC(=O)/C(C#N)=C\c1ccsc1 | -2% | -3% | i | 0% | i | u | 8.9µM* | -1.9 | 1%
CCN(C(=O)c1cc2c(s1)-c1ccccc1S(=O)(=O)C2)c1cc(OC)ccc1OC | 1% | -4% | i | -9% | i | -16% | 6.1% | -1.9 | -2%
CC(C)NS(=O)(=O)c1ccc(OCC(=O)Nc2cccc3ccccc23)cc1 | 1% | 6% | i | 9% | i | x | 0.3% | -2.3 | -1%
O=C(Cn1cnc2c(nnn2-c2ccccc2)c1=O)NCc1ccco1 | 4% | 0% | i | -1% | i | 8% | -1.1% | -9.8 | -1%
CCOCCCN(C(=O)Cn1nnc(-c2ccc(C)o2)n1)C(C(=O)NC1CCCC1)c1ccc(C)o1 (configuration not stated) | 7% | -22% | i | -4% | i | -19% | 0.0% | -0.3 | -2%
N#Cc1ccccc1NC(=O)C(=O)NCC1CCCN1S(=O)(=O)c1cccs1 (configuration not stated) | 0% | -6% | i | 7% | i | -16% | 0.3% | 0.2 | 0%
COc1cc2nc(/C=C/c3ccc(N(C)C)cc3)sc2cc1SC | -26% | 85%[activator] | x | 0% | i | -30% | 0.8% | 0.3 | -1%
Cc1ccc(C)c(NC(=O)c2cc(=O)c3cc(C)cc(C)c3o2)c1 | 6% | 0% | i | -4% | x | 19% | 0.5% | x | x
O=C1c2cccc3cccc(c23)C(=O)N1CC1CCN(S(=O)(=O)c2ccccc2)CC1 | -4% | -10% | i | -3% | i | -11% | 2.2% | -0.9 | x
CCOC(=O)c1sc(-c2ccccc2)cc1NC(=O)CSc1nnnn1C | 11% | 0% | i | 0% | i | u | 0.4% | 0.4 | u
COC(=O)c1sc(NC(=S)NC(=O)c2ccccc2)nc1C | 0% | 1% | i | -3% | i | 23% | u | 2.5 | -1%
CCC(C)NC(=O)c1ccc(-n2c(=S)[nH]c3ccccc3c2=O)cc1 (configuration not stated) | 2% | 5% | i | 3% | i | -13% | 0.0% | -4.0 | 0%
CSc1cccc(NC(=O)c2nnn(Cc3ccccc3)c2N)c1 | 1% | 27% | i | -9% | i | u | 0.9% | -0.1 | -9%
CC[C@H](C)[C@@H](NC(=O)O[C@@H]1C(=O)c2cc(Br)ccc2O[C@H]1c1cccc(OC)c1)C(=O)OC | -15% | -28% | i | -2% | i | 13% | 0.4% | 1.0 | -3%
CCOCCCNCc1cc(Br)ccc1OCC | -30% | 5% | i | -4% | i | -5% | -0.7% | -2.0 | 2%
O=C(Nc1ccccc1)C1(c2ccccc2)CC1(Cl)Cl (configuration not stated) | 0% | -14% | i | -9% | i | -16% | -0.4% | -1.3 | 2%
COC(=O)[C@]1(C)N[C@H](c2ccc(SC3CCCCC3)c(OC)c2)[C@@H]2C(=O)N(C)C(=O)[C@@H]21 | 4% | -3% | i | 0% | i | 7% | 0.1% | -1.6 | -1%
O=C(CSc1nc2c([nH]c3ccccc32)c(=O)n1-c1ccccc1)N1CCOCC1 | -39%&-33% | u | i | -14%&0% | i | -3% | -0.3%&-0.9% | -6.9 | 0%
Cc1ccc(C)c(N2CCN(C(=O)Cn3ncn4cccc4c3=O)CC2)c1 | -3% | -9% | i | -6% | i | 23µM* | 0.4% | -1.6 | -1%
Cc1cccc(C)c1NC(=O)C(c1ccccc1)N1CCC(Cc2ccccc2)CC1 (configuration not stated) | -15% | -27% | i | x | i | x | 0.1% | -1.0 | x
COc1ccccc1N(Cc1cc(=O)[nH]c2ccccc12)C(C)=O | -2% | 1% | i | 5% | i | 7% | 2.3% | -1.2 | -1%
Cc1ccccc1NC(=O)CSc1nc2ccccc2c(=O)n1C | 1% | -19% | i | -19% | i | u | -0.6% | -1.5 | 1%
CC1=C(C#N)C(NC(=O)c2ccco2)(C(F)(F)F)C(=O)N1 (configuration not stated) | -1% | -19% | i | -5% | i | 8% | -0.7% | -1.6 | -2%
O=C(CN1CCC2(CC1)OCCO2)c1c[nH]c2ccccc12 | -4% | 0% | i | 2% | -122%* | u | 2.4% | -2.4 | -1%
CC1=CC(C)C(C(=O)O)C(C(=O)Nc2cccnc2)C1 (configuration not stated) | 1% | 2% | i | 8% | i | -14% | -0.2% | -1.0 | 0%
CCOC(=O)N1CCc2c(sc(NCc3ccc(N(CC)CC)cc3)c2C(=O)Nc2cc(OC)ccc2OC)C1 | -4% | -11% | i | 2% | x | x | 6.1% | x | x
COCCCNc1nc2c(-c3cccc(C)c3)nnn2c2ccc(Cl)cc12 | -52% | u | i | -17% | i | u | 5.1% | 0.1 | -2%
CCOC(=O)c1ccccc1NC(=O)CN(c1ccccc1OC)S(C)(=O)=O | 0% | 1% | i | 1% | i | 8% | 0.1% | -2.1 | 0%
Cc1ccc([N+](=O)[O-])cc1N(CC(=O)NCC1CCCO1)S(C)(=O)=O (configuration not stated) | 1% | 20% | i | -1% | i | 1% | -0.1% | -0.8 | -1%
CCCCOC(=O)C1=C(N)N2C(=O)C(C)SC2=C(C(=O)OCC)C1c1ccc(O)c(OC)c1 (configuration not stated) | -21% | -18% | i | u | i | u | -0.7% | 2.3 | -7%
CC1(C)Cc2ccccc2C(NN=C2CCCC2)=N1 | -31% | 3% | i | 2% | i | u | -0.4% | 1.6 | 1%
O=C(Nc1sc2c(c1C(=O)NC1CC1)CCCCCC2)c1ccco1 | 1% | -4% | i | 9% | i | 26% | u | -1.7 | -3%
NC(=NC(=O)c1ccccc1)C1=C(O)CCC1=O | -10% | 22% | i | -4% | -110%* | -1% | -0.3% | -4.0 | -2%
CCOC(=O)c1ccc(NC(=O)c2c(Cl)cc(C)nc2C)cc1 | -10% | 1% | i | 5% | i | -26% | -0.7%[9.22 µM] | -1.8 | -4%
COC(=O)C1=C(C(=O)OC)[C@@H]2N(Cc3ccccc3)c3ccccc3[C@@]23C[C@@H](C(=O)OC)N(C(C)=O)C3=N1 | -15% | -11% | u | -5% | i | 1% | 0.8% | 0.2 | -1%
CC(C(=O)N1CCc2ccccc21)N1CCN(Cc2ccccc2)CC1 (configuration not stated) | -22% | 0% | i | 13% | i | 2% | 0.4% | 1.4 | 1%
CC(C)C[C@@H]1NC(=O)[C@H](Cc2ccccc2)N(C)C(=O)[C@H](C)NC(=O)c2ccccc2NC(=O)[C@H](Cc2ccc(O)cc2)N(C)C1=O | -19% | -9% | i | u | i | 23µM* | 4.0% | 0.1 | -1%
O=c1nc(NO)ccn1C1CCCO1 (configuration not stated) | 16% | 11% | i | 0% | i | 6% | -0.6% | -0.7 | x
Cc1ccc2c(c1)c1c(c(=O)n(-c3ccccc3C)c(=O)n1CC(=O)N1CCCC1)n2C | -11% | -2% | i | -7% | x | u | 0.4% | x | x
Cc1ccc(NC(=O)Nc2c(C)[nH]c(=O)[nH]c2=O)cc1Cl | -21% | -11% | i | 2% | i | -5% | -0.8% | -5.2 | 1%

3 consecutive compounds already listed:
SMILES | HepG2 tox | TGFb SMAD3 inh | S2 tox | A549 tox | pAkt inh | Nrf2 block | Nrf2 ARE act | CCT chaperon mod | MmCpn inh
COCCCNc1nc2c(-c3cccc(C)c3)nnn2c2ccc(Cl)cc12 | -52% | u | i | -17% | i | u | 5.1% | 0.1 | -2%
CCOC(=O)c1ccccc1NC(=O)CN(c1ccccc1OC)S(C)(=O)=O | 0% | 1% | i | 1% | i | 8% | 0.1% | -2.1 | 0%
Cc1ccc([N+](=O)[O-])cc1N(CC(=O)NCC1CCCO1)S(C)(=O)=O (configuration not stated) | 1% | 20% | i | -1% | i | 1% | -0.1% | -0.8 | -1%

Compounds were not picked by outcome. About 4.4% of those tested had a hit in this group.
